p53ts 32C tox: qHTS Screen for Compounds that Selectively Target Cancer Cells with p53 Mutations: Cytotoxicity of p53ts Cells at the Permissive Temperature; H1299-p53A138V at 32C, ATP luminescence viability, 24 h; Potency, µM (titrated, usually from 46.1 µM), without a hit: at the highest dose activity change, negative = cytotoxicity, hits mostly cytotoxic; 0.93% of 130,000 active;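 further: 0% = DMSO and -100% = full killing by reference compound; nearly all actives have a fitted effect of over 55% in size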
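H1299-p53 A138V cells (temperature-sensitive p53) exposed 24 h to up to 46 uM compound at 32C, where p53 is wild-type in conformation. Viability read as ATP luminescence and normalised to DMSO and 100 uM tamoxifen. AC50 fitted with the Hill equation.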
IkB sig inh: IkB Signaling; ABC-DLBCL IkBa-CBG/CBR dual luciferase ratio, 4 h; response scale: scaled: untreated 0%, proteasome inhibitor 100%; Potency, µM (series often up to 57.1 µM), inactives show top-dose IkBa stabilization activation; 0.04% of 110,000 active; AID 445, 2006; active means well fitted curve in the direction sought with a large enough effect in the signal ratio, not every such curve was filed as active; inconclusive means small, poorly fitted or top-dose-only effect, or a change in a side signal; the % refers to the signal ratio;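 further: the direction sought is a rising ratio; 0% = basal untreated cells and 100% = reference inhibitor full response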
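Curves were fitted separately to fusion (green), unfused (red) and ratio luminescence, then classed by r2, magnitude and activity. Cells: OCI-Ly3, 4 h compound plus doxycycline at 37C; 10 uM MG-132 defined full response.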
Peg3 imprint: qHTS Assay for Compounds that Induce Erasure of Genomic Imprints; mouse ES Peg3-LacZ reporter, beta-gal luminescence, 40 h; Potency, µM (titrated, usually from 60.7 µM), inactives show at the highest dose activity change, positive = activation, most hits filed as activators; 0.02% of 110,000 active;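 further: 0% = negative control wells on the plate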
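Each well holds 300 Peg3LacZ-Neo (maternal) female ES cells incubated 40 h at 37C, 5% CO2. LacZ is measured by BetaGlo luminescence, with AC50 and maximum efficacy derived from dose-response curves.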
p53ts 39C kill: qHTS Screen for Compounds that Selectively Target Cancer Cells with p53 Mutations: Cytotoxicity of p53ts Cells at the Nonpermissive Temperature; H1299-p53A138V viability at 39C, ATP luminescence, 24 h; Potency, µM (top dose mostly 46.1 µM), without a hit: top-dose activity change, negative = cell killing, most hits filed as cytotoxic; 1.5% of 130,000 active; AID 902, 2007; further: nearly all actives have a fitted effect of over 55% in size
Starred values were filed as active, the others as inactive; ? = inconclusive; . = not tested or not shown; [ ] = remark or other dose. Unless noted, the call rests on the fitted dose curve; in most records, active means well fitted curve in the direction sought with a large enough effect; inconclusive means small, poorly fitted or top-dose-only effect, or another doubt; inactive means no such curve, though single readings can be large; an effect the other way counts as inactive or inconclusive. Unless noted, on the % scale 0 is the no-effect control and ±100 the full control effect; potency means the concentration at half of the fitted maximal effect. Rows are unselected. Share with any hit: about 1.8%.

Value order: Peg3 imprint | p53ts 39C kill | IkB sig inh | p53ts 32C tox
COc1cccc(C2=CC(c3cc(Br)ccc3F)n3nnnc3N2)c1 (configuration not stated)
  -22.1%[10.9 µM] | -15.4% | ? | 12.3%
O=C(CSc1cc(Cl)ccc1Cl)NCC1CCCO1 (configuration not stated)
  -9.6% | 0.5% | 0.8% | -0.8%
O=C(COC(=O)c1ccccc1)NCC1CCCO1 (configuration not stated)
  -9.7% | -0.5% | 0.2% | -0.6%
CC(OC(=O)c1nsc(Cl)c1Cl)C(=O)NCc1cccs1 (configuration not stated)
  -7.1% | -2.4% | -1.1% | 4.7%
Cc1cc(F)ccc1S(=O)(=O)Nc1cc2c(C(=O)O)c(C)oc2c2ccccc12
  6.0%[10.9 µM] | 9.4% | ? | 20.3%
Cc1cccc(N2CCN(C(=O)c3cnn(-c4ccc(F)cc4F)c3C3CCN(C(=O)OC(C)(C)C)CC3)CC2)c1C
  -13.0%[10.9 µM] | -10.3% | ? | 33.3%[activator]
CCc1cccc(NS(=O)(=O)c2ccc3c(c2)N(CC(=O)OC)C(=O)CS3)c1
  -5.0%[10.9 µM] | -5.5% | ? | 1.2%
Cc1cc(NC(=O)CSc2nnc(COc3ccccc3)n2Cc2ccco2)no1
  2.1% | -1.9% | 1.0% | 3.1%
COC(=O)CC1C(C)(C)C(OC(C)=O)C2CC3=C4CC(=O)OC(c5ccoc5)[C@]4(C)CCC3[C@@]1(C)C2=O (some centres not stated)
  -10.5% | 0.8% | . | 11.4%
c1ccc([P+](CC[P+](c2ccccc2)(c2ccccc2)c2ccccc2)(c2ccccc2)c2ccccc2)cc1
  -31.9%[inhibitor][10.9 µM] | -2.4%[9.22 µM] | -1.6%[11.4 µM] | 3.4%[9.22 µM]
CCSc1nnc(-c2cccc(S(=O)(=O)N(C)C)c2)n1-c1cc(OC)ccc1OC
  6.7% | -4.0% | 0.8% | -5.4%
COc1ccc(-c2noc(CN(C(=O)C(C)Oc3ccc(C)cc3)C(C)C)n2)cc1 (configuration not stated)
  -3.8%[10.9 µM] | -26.3% | ? | 2.9%
CCC(C)C(=O)OC1CC(C)C=C2C=CC(C)C(CCC3CC(O)CC(=O)O3)C21 (configuration not stated)
  3.8% | 2.8% | . | -10.7%
CCCc1nc2ccccc2c(C(=O)OC2CCOC2=O)c1CC (configuration not stated)
  -2.0% | 2.4% | 0.1% | 7.0%
COc1ccc(NC(=O)CN2C(=O)COc3ccc(S(=O)(=O)Nc4ccccc4)cc32)cc1OC
  -12.3%[10.9 µM] | -4.2% | 0.3% | 17.2%
COC(=O)C1=C(C)N=c2s/c(=C/c3cccs3)c(=O)n2C1c1cccs1 (configuration not stated)
  2.7% | 13.7% | 3.2% | 22.4%
Cc1ccc(CNc2nc3ccc(Cl)cc3n3cnnc23)cc1
  9.0%[10.9 µM] | 19.4% | -0.6% | 4.6%
COC(=O)c1cnn(C(=O)c2cc(OC)ccc2Br)c1N
  -5.6% | 6.6% | 6.7% | 2.7%
O=C(O)CSC12CC3CC(C1)CC(C(=O)O)(C3)C2
  -2.0% | 6.0% | -3.0% | 1.7%
CCc1ccc2oc(=O)cc(CN3CCOCC3)c2c1
  -16.7% | 8.6% | -2.0% | 6.0%
CCCCNC(=O)c1ccc2c(c1)ncn2-c1cc(OC)ccc1OC
  -9.7%[10.9 µM] | -7.7% | -2.2% | -0.3%
COc1cccc(C2CC(c3ccccc3C)n3nc(N)nc3N2)c1 (configuration not stated)
  -10.2% | 13.3% | -0.4% | 2.3%
O=C1C2CCCN2C(c2ccc(F)cc2)N1c1ccc(Cl)cc1 (configuration not stated)
  -22.9% | -20.1% | -2.3% | -20.3%
CC(NC(=O)c1ccc2c(c1)CCN2S(=O)(=O)c1ccc(Cl)cc1)c1ccccc1 (configuration not stated)
  26.5%[10.9 µM] | -19.4% | 3.0% | 8.4%
Cc1cccc(NC(=O)c2ccc(F)c(S(=O)(=O)N3CCC4(CC3)OCCO4)c2)c1
  -16.8%[10.9 µM] | ? | 4.1% | -4.6%
Cc1cc(C)cc(NC(=O)CSc2nc3nccnc3c(=O)n2CCc2c[nH]c3ccccc23)c1
  -15.7%[10.9 µM] | -6.8% | ? | 5.2%
CC(C)C(C)(C)C(C)(C)C(C)(C)S
  -0.8% | 4.2% | 3.1% | 4.1%[1.84 µM]
Cn1c(=O)n(Cc2ccc(F)cc2)c(=O)c2c1nc1n2CCCN1C1CCCCC1
  -4.4% | 8.0% | -0.7% | 2.9%
O=C(c1cnccn1)N1CCC2(CCCN(Cc3nccs3)C2)CC1
  . | 4.2% | 2.4%[11.4 µM] | -2.2%
CCOc1ccc(Cn2nnc(C(=O)Nc3cc(C)cc(C)c3)c2N)cc1
  -7.5% | -6.6% | 3.1% | 9.6%
CN(Cc1ccccc1)C(C(=O)NC1CCCCC1)c1ccc(Cl)cc1 (configuration not stated)
  -9.3%[10.9 µM] | -7.2% | 0.2% | -3.6%
O=C(N/N=C1/C[C@@H](O)[C@@H](O)[C@@H]2[C@@H]3C(=O)N(Cc4ccc5c(c4)OCO5)C(=O)[C@H]3CC[C@H]12)OCc1ccccc1
  . | 1.8%[9.22 µM] | . | -1.0%[9.22 µM]
COc1ccc(OC)c(S(=O)(=O)Nc2cc3c(C(C)=O)c(C)oc3c3ccccc23)c1
  7.1%[10.9 µM] | -5.6% | ? | 3.5%
OCCCc1nc2ccccc2n1CCOc1ccccc1
  0.6% | 3.4% | ? | -0.2%
CCc1cccc(C)c1NC(=O)c1cc(S(=O)(=O)N2CCN(c3ccccc3)CC2)ccc1F
  -11.8%[10.9 µM] | -18.4% | ? | 15.6%
CCOC(=O)CCc1c(C)nc2cc(-c3ccccc3OC)[nH]n2c1=O
  -8.9% | -3.4% | ? | -7.1%
Cc1ccc(NC(=O)CCc2nc(-c3ccccc3F)no2)c(C)c1
  3.4%[10.9 µM] | 7.6% | ? | 6.7%
CCOC(=O)c1oc2ccccc2c1NC(=O)c1ccc(S(=O)(=O)N(C)C)cc1
  8.3% | -3.7% | 0.4% | -4.0%
c1ccc(-n2c(-c3ccncc3)nnc2-c2cccs2)cc1
  -14.6% | -3.5% | 0.5% | 10.3%
CCCCc1cc(=O)oc2c(CN3CCCC3)c(O)c(Cl)cc12
  3.2% | 12.3% | 0.3% | -2.9%
CCOC(=O)c1cccc(NS(=O)(=O)c2ccc(-c3coc(C)n3)cc2)c1
  12.6%[10.9 µM] | -23.5% | 0.3% | 10.3%
CC1CCN(C(c2ccccc2)c2nnnn2C(C)(C)C)CC1 (configuration not stated)
  -11.0% | 4.4% | 0.4% | 2.8%
Cc1cccc(N(CC(=O)NCCSc2ccc(Cl)cc2)S(=O)(=O)c2ccccc2)c1C
  -7.0%[10.9 µM] | -17.7% | ? | 14.5%
Cc1ccc(C2CC(c3cccc(Cl)c3)n3nc(N)nc3N2)cc1 (configuration not stated)
  -13.2% | -14.4% | -0.6% | 1.3%
O=C(CSc1oc(-c2ccco2)nc1S(=O)(=O)c1ccc(Cl)cc1)c1ccccc1
  15.0%[10.9 µM] | 22.2% | -1.6% | 17.1%
COc1cc(OC)cc(-c2nc3nc(C)c(CCC(=O)NCc4ccco4)c(C)n3n2)c1
  13.5% | 7.7% | -0.3% | -2.2%
CC1C(=O)C(C)C(c2ccc3c(c2)OCO3)NC1c1ccc2c(c1)OCO2 (configuration not stated)
  -14.1% | -3.1% | 3.6% | -9.5%
CCOC(=O)C1CCCN(c2nc3ccccc3nc2C(C#N)C(=O)OCC)C1 (configuration not stated)
  -18.3% | -9.6% | ? | 13.8%
N#C/C=C\Oc1ccc(Cl)cc1N
  9.6% | 16.4% | 5.6% | -1.5%
c1coc(-c2nc3c4c5c(sc4ncn3n2)CCCC5)c1
  18.1% | 11.2% | 1.1% | 3.5%
CCOc1ccc(CNC(=O)c2cc3ccccn3n2)cc1
  -11.3%[10.9 µM] | 2.9% | 3.5% | 6.9%
O=C(NC1CCS(=O)(=O)C1)c1cnccn1 (configuration not stated)
  -7.0% | 4.5% | -1.1% | -2.2%
Cc1ccc(-c2nc3ccccn3c2NC(=O)c2ccco2)cc1
  . | ? | . | 3.8%
COc1ccc(N(C)C(=O)c2cc3c(s2)-c2c(C)cccc2OC3)c(OC)c1
  -5.4%[10.9 µM] | ? | ? | 3.7%
Cc1nnc(SCCc2ccccc2)[nH]c1=O
  -15.1% | -2.2% | ? | -2.5%
CCCn1c(=N)c(C(=O)NCc2ccccc2)cc2c(=O)n3cccc(C)c3nc21
  -16.5%[10.9 µM] | 17.1% | -0.2% | 0.0%
CCN(CC)c1ccc(C(=O)NCc2ccc3c(c2)CCN3C(=O)c2ccccc2)cc1
  -8.0%[10.9 µM] | -27.8% | 1.1% | 0.3%
O=C(COc1cccc(C(F)(F)F)c1)Nc1ccc(S(=O)(=O)N2CCCC2)cc1
  -26.5% | -4.4% | 7.3% | -10.7%
O=C(NCCN1CCOCC1)c1ccc(Cc2nc3ccccc3[nH]2)cc1
  . | 1.9% | . | -7.3%
O=C(CS(=O)(=O)Cc1ccccc1)N1CCN(C(=O)c2ccco2)CC1
  -1.9% | 7.5% | -0.5% | 0.9%

(listing goes on)
Value order: Peg3 imprint | p53ts 39C kill | IkB sig inh | p53ts 32C tox
O=C(OCC(=O)N1CCc2ccccc21)c1ccccc1
  -12.1% | -5.9% | ? | -8.8%
CN(C)c1cccc(C(=O)n2cc(C(=O)c3cc(F)ccc3O)cn2)c1
  -9.8% | -6.4% | 5.3% | 2.1%
O=C(O)C[n+]1ccccc1
  2.2%[10.9 µM] | -13.2%[9.22 µM] | -0.7%[11.4 µM] | 0.8%[9.22 µM]
COc1ccccc1OCC(=O)Nc1nc(-c2ccc(Br)cc2)ns1
  -11.4%[10.9 µM] | 1.5% | -0.8% | -10.1%
O=C(Nc1ccc2nc(SCC(=O)N3CCOCC3)sc2c1)c1cccc(Br)c1
  -9.4%[10.9 µM] | ? | ? | ?
CSc1ccccc1NC(=O)CN(c1cc(C)cc(C)c1)S(C)(=O)=O
  -24.0% | 15.3% | -6.3% | 4.1%
CCOC(=O)N1CCN(C(=O)C(NC(=O)C2CCC(C)CC2)C(C)C)CC1 (configuration not stated)
  -11.8% | -4.6% | -0.1% | -12.6%
CN(C(=O)c1nn(C)c2c1CS(=O)(=O)c1ccccc1-2)c1cccc(Cl)c1
  -15.6%[10.9 µM] | -20.0% | -0.1% | 9.6%
Cn1c(SCC(=O)O)nnc1C1CCCCC1
  . | 5.2% | 0.8% | -10.5%
Cc1ccc(C(=O)CSc2nnc(COc3ccc(C#N)cc3)n2-c2ccccc2)cc1
  . | 8.2% | . | -1.4%
CCCS(=O)(=O)N1CCCC(C(=O)N2CCN(c3ccccc3)CC2)C1 (configuration not stated)
  -9.7% | 3.6% | 2.3% | 5.8%
Cc1cc(NS(=O)(=O)Cc2ccccc2)cc(C)c1OCC(=O)N1CCOCC1
  7.1% | 15.0% | 0.7% | 2.8%
CCc1nc(SCC(=O)Nc2ccccc2C(=O)OC)n[nH]1
  9.3% | 8.4% | -0.2% | 0.8%
NC(=O)c1ccccc1NC(=O)C1CCCN(c2ncnc3onc(-c4ccc(F)cc4)c23)C1 (configuration not stated)
  -5.9%[10.9 µM] | 10.9% | 1.0% | -7.9%
COC(=O)c1cc2oc(C)cc2n1CC(=O)Nc1ccc(OC)c(OC)c1OC
  -4.6% | 25.5% | 0.5% | -4.0%
Cc1cccc(NC(=O)CSC2=Nc3ccccc3C3=NC(CCC(=O)NCc4ccc(F)cc4)C(=O)N23)c1 (configuration not stated)
  -3.0%[10.9 µM] | -19.1% | ? | 10.0%
Cc1ccc(-n2nc(C)c3c2OC(N)=C(C#N)C3c2ccc(C)o2)cc1 (configuration not stated)
  . | -12.0% | . | -7.6%
